HP1b binding inh = blocks HP1-beta chromodomain binding to methylated histone tails; P83916; AlphaScreen HP1-beta / biotin-H3K9me3 peptide binding; Potency, µM (doses to about 114 µM), for the others: top-dose activity change, negative = inhibition, actives largely listed as inhibitors; actives 0.56% (n = 390,000); AID 540317; note: potency is the fitted concentration of half-maximal effect; nearly all actives have a fitted effect of over 70% in size; inactives centre near 23
Target sequence (P83916 whole entry, looked up): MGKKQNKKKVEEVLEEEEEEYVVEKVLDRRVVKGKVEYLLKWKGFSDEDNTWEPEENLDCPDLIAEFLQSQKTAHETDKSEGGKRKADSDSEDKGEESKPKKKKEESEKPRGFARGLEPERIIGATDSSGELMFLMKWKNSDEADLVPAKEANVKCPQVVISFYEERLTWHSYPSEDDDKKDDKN
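AlphaScreen: HP1-beta (50 nM) preformed 30 min with biotin-H3(1-18)K9me3 peptide (50 nM) in PBS pH 7.4, 0.01% Tween-20. Compound added for 30 min at RT, then streptavidin donor/nickel chelate acceptor beads (10 ug/mL) for 30 min.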
JMJD2A Tudor inh = blocks the human JMJD2A Tudor domain. actives 4.4% (n = 390,000). Potency, µM (highest dose often 114 µM), for inactives: at the top dose activity change, negative = inhibition, usual class: inhibitors. AID 504339. AlphaScreen JMJD2A-Tudor / H3K4me3 peptide binding. O75164; note: potency is the fitted concentration of half-maximal effect; % is set by controls: 0 for no effect and ±100 for the full control effect; nearly all actives have a fitted effect of over 50% in size
G9a block = blocks human histone lysine methyltransferase G9a; Q96KQ7; G9a H3K9 monomethylation, AlphaScreen, 2 h; Potency, µM (titrated, usually from 102 µM), without a hit: at the top dose activity, negative = inhibition, actives largely listed as inhibitors; actives 8.8% (n = 350,000); AID 504332; note: potency is the fitted concentration of half-maximal effect; % is set by controls: 0 for no effect and ±100 for the full control effect; nearly all actives have a fitted effect of over 75% in size
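Compounds were preincubated with 20 nM G9a for 15 min, after which biotinylated H3K9 peptide (500 nM) and SAM (20 uM) started a 2 h room-temperature reaction. Monomethylated product was quantified by antibody-based AlphaScreen chemiluminescence.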
GLS inhibitor = blocks human kidney-isoform glutaminase activity | GLS enzymatic activity, qHTS titration | Potency, µM (doses to about 45.5 µM), without a hit: at the top dose activity change, negative = inhibition, most hits filed as inhibitors | actives 0.21% (n = 410,000); note: potency is the fitted concentration of half-maximal effect; % is set by controls: 0 for no effect and ±100 for the full control effect
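hKGA; 45 mM KH2PO4 pH 8.2 + 0.02% Tween-20; cpd via pin tool; 1 mM Gln soln; GluOx/HRP/Amplex Red; RT 30 min; fluor. t0 & final.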
ERG Ets-DNA blk = blocks human ERG Ets domain binding to DNA; fluorescence polarization, His-ERG Ets domain / labelled DNA; Potency, µM (top dose mostly 76.9 µM), for the others: at the top dose FP activity, negative = inhibition, hits mostly inhibitors; AID 624246; P11308; actives 0.028% (n = 370,000); active = well fitted inhibition curve with a large enough effect in the polarisation, with a control signal flat; inconclusive = small, poorly fitted or top-dose-only effect, or effect the other way, or a change in a side signal; inactive = no such curve, though single readings can be large or run the other way; the % refers to the polarisation;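 note: polarization taken with two DNA probes labelled with fluorescein and Texas red; potency is the fitted concentration of half-maximal effect; % of control where 0% means no effect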
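His-tagged ERG Ets domain (1 uM in the protein solution; 300mM KCl, 50mM Tris-HCl, 1mM EDTA, 1mM DTT, pH 7.5) received compound, then a probe mix of 5 nM fluorescein-DNA and 100nM Texas-615-DNA. Fluorescence polarization was read for both dyes.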
BAZ2B block = blocks human BAZ2B; Q9UIF8; AlphaScreen BAZ2B-H3K14Ac peptide displacement; Potency, µM (top dose mostly 114 µM), for the others: top-dose activity change, negative = inhibition, actives largely listed as inhibitors; actives 4.4% (n = 360,000); note: potency is the fitted concentration of half-maximal effect; % is set by controls: 0 for no effect and ±100 for the full control effect; nearly all actives have a fitted effect of over 60% in size
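AlphaScreen displacement of biotin-H3(5-23)K14Ac peptide (50 nM final) from BAZ2B (50 nM final) in PBS pH 7.4, 0.01% Tween-20; complex preformed 30 min RT, then compounds (top 110 uM) 30 min RT, beads 20 min dark.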
PI4K2A block = inhibitors of human PI4K2A; actives 0.13% (n = 420,000); activity change, negative = inhibition, % at 76.9 µM; AID 1346378; Q9BTU6; purified PI4K2A, ADP-Glo luminescence, 1 h; hits give low values; in the data active = activity change below about -50%; inconclusive = mostly about -30% to -49%;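 note: -100% = wells without enzyme as full effect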
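Compounds are screened against recombinant PI4K2A using PI as substrate and ATP, the latter dispensed at 300 microM. Reactions run one hour at ambient temperature before ADP-Glo detection; full inhibition defined by wells lacking enzyme.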
12-LOX inh = blocks human arachidonate 12S-lipoxygenase. P18054. purified 12hLO, xylenol orange hydroperoxide absorbance. Potency, µM (highest dose often 108 µM), for inactives: top-dose activity change, negative = inhibition, actives largely listed as inhibitors. actives 1.1% (n = 580,000); note: potency is the fitted concentration of half-maximal effect; % is set by controls: 0 for no effect and ±100 for the full control effect
Target sequence (P18054 whole entry, looked up): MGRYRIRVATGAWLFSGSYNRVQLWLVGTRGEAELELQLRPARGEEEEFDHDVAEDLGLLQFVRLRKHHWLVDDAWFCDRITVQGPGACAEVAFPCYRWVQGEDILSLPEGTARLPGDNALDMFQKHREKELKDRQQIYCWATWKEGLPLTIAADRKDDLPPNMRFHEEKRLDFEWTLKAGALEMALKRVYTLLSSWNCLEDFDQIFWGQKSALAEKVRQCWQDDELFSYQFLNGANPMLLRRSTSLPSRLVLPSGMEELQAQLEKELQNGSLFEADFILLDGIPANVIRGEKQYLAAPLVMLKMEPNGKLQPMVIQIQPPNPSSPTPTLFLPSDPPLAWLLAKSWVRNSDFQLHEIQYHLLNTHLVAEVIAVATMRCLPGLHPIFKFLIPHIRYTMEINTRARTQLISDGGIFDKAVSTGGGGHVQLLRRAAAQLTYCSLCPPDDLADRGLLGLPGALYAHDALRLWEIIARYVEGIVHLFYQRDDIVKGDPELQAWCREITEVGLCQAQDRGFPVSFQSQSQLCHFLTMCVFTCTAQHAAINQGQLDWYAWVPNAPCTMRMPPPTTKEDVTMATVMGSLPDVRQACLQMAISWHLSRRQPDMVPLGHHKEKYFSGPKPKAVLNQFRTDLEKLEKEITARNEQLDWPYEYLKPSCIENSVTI
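Purified human 12hLO at 150 nM in 25 mM Hepes, 0.01% Triton X-100, pH 7.0, preincubated 15 min at room temperature with compound. Reaction started with 40 uM arachidonic acid, 30 min at room temperature. Hydroperoxide measured by Fe-xylenol orange, 573/405 nm absorbance ratio.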
RGS4 inh = blocks human RGS4-accelerated GTP hydrolysis | P49798 | Transcreener GDP fluorescence polarization, RGS4-accelerated GTP hydrolysis | Potency, µM (series often up to 114 µM), for inactives: at the highest dose activity change, negative = inhibition, hits mostly inhibitors | actives 0.039% (n = 390,000); note: potency is the fitted concentration of half-maximal effect; % is set by controls: 0 for no effect and ±100 for the full control effect; nearly all actives have a fitted effect of over 75% in size; some results filed as inactive show a strong effect at the top dose
Target sequence (P49798 whole entry, looked up): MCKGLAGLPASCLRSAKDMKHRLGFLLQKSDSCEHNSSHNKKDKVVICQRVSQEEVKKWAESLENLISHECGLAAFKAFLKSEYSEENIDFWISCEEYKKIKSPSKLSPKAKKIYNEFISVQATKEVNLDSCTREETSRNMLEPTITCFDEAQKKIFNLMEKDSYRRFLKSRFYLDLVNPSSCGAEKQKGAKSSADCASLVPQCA
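MLSMR compounds (23 nl, pin-transferred) preincubated 10 min at room temperature with a 500nM (2x) first reagent, then RGS4 at 900nM (2x) plus Transcreener GDP mix added; fluorescence polarization (620/688 nm) read before and after 90 min at 30 °C.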
* hit, by the source's call; u = inconclusive; x = no result given; & = joins results of further samples; [ ] = another dose, or the depositor's remark. Unless noted, calls come from the whole dose curve; as a rule, active = well fitted curve in the direction sought with a large enough effect; inconclusive = small, poorly fitted or top-dose-only effect, or another doubt; inactive = no such curve, though single readings can be large; an effect the other way counts as inactive or inconclusive. Some of the compounds tested; count on the stated rates, not on these rows.

SMILES	HP1b binding inh	JMJD2A Tudor inh	G9a block	GLS inhibitor	ERG Ets-DNA blk	BAZ2B block	PI4K2A block	12-LOX inh	RGS4 inh
COc1ccc(-n2cnc3cc(C(=O)NCCN4CCOCC4)ccc32)cc1	24%	-12%	7%	-2%	-5%	5%	1	-2%	7%
c1ccc(CSc2ccc3nnc(-c4cccnc4)n3n2)cc1	36%	-16%	26%[59 µM]	21%	-3%	8%	-3	-14%	3%
O=C(O)CCSc1nnnn1-c1ccccc1	22%	-6%	24%	6%	5%	1%	-6	-2%	-14%
CC1=C(C(=O)Nc2ccc(C)cc2C)C(c2cccc(Cl)c2)n2nc(C(=O)OC(C)C)nc2N1 (stereo unspecified)	27%	-9%	u	11%	x	-5%	0	-29%	-4%
Nc1nonc1-c1noc(-c2ccc(Br)o2)n1	26%	-16%	10%[0.501 µM]	-8%	2%	2%	3	0%	u
O=S(=O)(c1ccc(OCC(O)CN2CCCC2)cc1)N1CCOCC1 (stereo unspecified)	31%	-10%	-17%[59 µM]	13%	-2%	4%	0	-5%	22%
CN(c1cccc(NC(=O)Nc2ccc(Cl)cc2)c1)S(C)(=O)=O	32%	-17%	35%[activator]	-6%	0%	10%[57.1 µM]	5	8%	17%
Cn1c(N)c(C(=O)COC(=O)/C=C/c2ccccc2)c(=O)n(C)c1=O	26%	-12%	x	0%	0%	x	-2	2%	10%
COc1ccc(OCC(=O)Nc2cccc(NC(=O)COc3ccc(OC)cc3)n2)cc1	6%	-7%	-2%[59 µM]	-12%	9%	-6%	-2	-7%	28%
O=C(Nc1ccc(C(F)(F)F)cc1)c1ccccc1Br	-6%	35µM*	2%	3%	0%	0%	0	-9%	u
CCOC(=O)c1ccc2c(c1)nc(SCC(=O)c1ccco1)n2CC	28%	u	u	14%	0%	-12%	-4	u	u
Cc1cc(=O)[nH]c(SCC(=O)c2ccc(C)c(C)c2)n1	24%	-1%	u	-8%	-7%	-22%	-6	14%	-5%
O=C(O)c1cccc(-n2nnnc2SCc2ccccn2)c1	48%[activator]	-16%[57.1 µM]	-44%[12.7 µM]	-1%	0%	-6%	1	-9%	-17%[56.9 µM]
O=C(CCNC(=O)N1CC(=O)Nc2ccccc21)NCCc1cccc(F)c1	25%	3%	17%[0.501 µM]	3%	0%	-6%	2	45%	41%
O=C1NC(=S)SC1=C1CCCC1	1%	u	18µM*	9%	12%	32µM*	3	u	-43%
C/C(=N/NS(=O)(=O)c1cccc([N+](=O)[O-])c1)c1ccncc1	39%[activator]	-18%	35µM*	2%	-2%	u	1	-8%	-54%
CC(OC(=O)c1ccc(S(=O)(=O)N(C)c2ccccc2)cc1)C(=O)NCCC1=CCCCC1 (stereo unspecified)	22%	-27%	21%[59 µM]	1%	0%	-6%	-3	1%	5%
CCn1cc(/C=C(\NC(=O)c2ccccc2Cl)C(=O)N2CCN(C)CC2)c2ccccc21	42%	-21%	12%[12.7 µM]	1%	1%	-4%	3	-4%	-31%
COCCN1C(=O)N(c2cccc(OC)c2)C(=O)C1CC(=O)Nc1ccccc1 (stereo unspecified)	50%[activator]	0%	-2%[59 µM]	0%	-2%	4%	-7	-18%	-14%
CC(=O)N1CCc2cc(S(=O)(=O)NCC(=O)NCc3ccccc3Cl)ccc21	35%	-2%	40%	5%	1%	-15%	-2	-7%	0%
COc1ccc(C2CC(c3ccccc3)=NN2C(=O)COC(=O)c2cccc(S(=O)(=O)N3CCOCC3)c2)cc1 (stereo unspecified)	35%	-8%[57.1 µM]	5%	12%	-2%	-22%	-1	9%	1%
O=C(CSc1nnc(-c2cccs2)n1-c1cccc(Cl)c1)c1cccc2c1OCCO2	-6%	-24%	-13%	-7%	7%	3%	1	0%	-13%
COc1cccc(NC(=O)c2ccc3nsnc3c2)c1	-4%	-21%	-5%	8%	1%	1%	-3	-6%	-22%
COc1ccc(OCC(=O)Nc2cccc(NC(=O)c3ccco3)c2)cc1	17%	-29%	x	-5%	19%	-13%	4	-13%	-6%
COc1ccc(NC(=O)C(C)N(C)Cc2ccc3ccccc3c2)cc1 (stereo unspecified)	18%	1%	-10%	10%	-6%	4%	1	-17%	19%
Nc1nccc(-c2ccc(-n3cnc4ccccc43)cc2)n1	26%	9%	-4%	-9%	10%	-9%	-19	7%	-8%
NNc1nc(-c2ccccc2)c2ccccc2n1	38%	-20%[57.1 µM]	0%	u	5%	-32%	-7	-12%	-6%
COC(=O)c1ccc(COc2ccc(/C=N/NC(=O)C(=O)Nc3ccc(OC)cc3)cc2OC)o1	28%	10%	6%	-14%	1%	-7%	2	0%	-18%
Cc1ccc(NC(=O)CSc2ncc(S(=O)(=O)c3ccc(C(C)C)cc3)c(=O)[nH]2)cc1C	7%	-12%	-38%[59 µM]	-6%	-5%	-18%	6	45µM*	14%
CCCCn1c(N)c(N(CCOC)C(=O)CSc2n[nH]c(-c3ccc(OC)cc3)n2)c(=O)[nH]c1=O	42%[activator]	-8%	u	-10%	7%	-16%	4	0%	-17%
CCN(CC(=O)NC(=O)NCc1ccccc1)Cc1ccccc1	38%	7%	x	-5%	-5%	5%	4	81%[activator]	-1%
Cc1ccc(C(=O)NCC(=O)N2CCCCCCC2)cc1C	14%	-1%	0%[12.7 µM]	-3%	1%	10%	-4	7%	-16%
CCOc1ccc(NC(=O)N2CCN(C(=O)c3nsc4ccccc34)CC2)cc1	26%[57 µM]	5%	-22%[59 µM]	16%	2%	-3%	1	-15%	-12%
Cc1cccc(/C=C(\C(=O)C(=O)O)c2ccc3ccccc3n2)c1	63%[activator]	-10%	u	0%	0%	x	-2	-29%	-13%
CC1CCCN(CCCNC(=O)c2cc3c(Cl)nc4ccccc4c3s2)C1 (stereo unspecified)	21%&1%	-10%&-29%	-34%	-2%&-3%	6%&-8%	u	2&0	-9%&0%	14%&-8%
COc1ccc(C(=S)N2CCCC2)cc1C	4%	-8%	u	17%	x	-8%	-1	-11%	-23%
Nc1ncnc2c1CN(Cc1ccccc1)CC2	14%[57 µM]	-17%	x	-6%	-8%	x	0	-12%	0%
O=C(CCN1C(=O)C2C3C=CC(C3)C2C1=O)NCc1cccnc1 (stereo unspecified)	28%	7%	-4%	7%	11%	-5%	8	0%	-1%
Cc1onc(-c2ccccc2)c1C(=O)NCCc1ccc(Cl)cc1	36%	8%	-1%[2.33 µM]	-3%	5%	15%	-1	0%	-14%
CN(C)c1ccc(C(O)c2cc3ccccc3s2)cc1 (stereo unspecified)	u	32µM*	x	21%	0%	x	0	u	-17%

Just 12-LOX inh, PI4K2A block and JMJD2A Tudor inh, for some of the entries so far:
SMILES | 12-LOX inh | PI4K2A block | JMJD2A Tudor inh
COC(=O)c1ccc(COc2ccc(/C=N/NC(=O)C(=O)Nc3ccc(OC)cc3)cc2OC)o1 | 0% | 2 | 10%
Cc1ccc(NC(=O)CSc2ncc(S(=O)(=O)c3ccc(C(C)C)cc3)c(=O)[nH]2)cc1C | 45µM* | 6 | -12%
CCCCn1c(N)c(N(CCOC)C(=O)CSc2n[nH]c(-c3ccc(OC)cc3)n2)c(=O)[nH]c1=O | 0% | 4 | -8%

Further structures
SMILES	HP1b binding inh	JMJD2A Tudor inh	G9a block	GLS inhibitor	ERG Ets-DNA blk	BAZ2B block	PI4K2A block	12-LOX inh	RGS4 inh
Cc1ccc(-c2cc(-c3coc4ccccc4c3=O)c3c(n2)-c2ccccc2OC3)cc1	24%	-22%	-1%[59 µM]	-5%	3%	-29%	1	-8%	-10%
Nn1c(Cc2ccccc2)nc2sc3c(c2c1=O)CCC3	51%[activator]	-13%[11.4 µM]	3%	5%	u	-8%	-2	1%	23%[11.4 µM]
Clc1ccc(SCCn2cncn2)cc1	u	45µM*	u	-3%	1%	u	-1	u	-38%
O=c1c(/C=C(\O)c2ccccc2)nc2ccccc2n1-c1ccccc1	122%	49%[activator]	124%[activator][59 µM]	2%	0%	45%[activator]	4	60%[activator]	-8%
O=C(CSC(=S)N1CCOCC1)Nc1ncc2c(n1)CCCC2=O	44%[activator]	11%	x	2%	2%	-6%	-2	u	4%
CC1CCN(c2ccccc2NC(=O)c2ccc(F)cc2)CC1	71%[activator]	93%[activator]	126%[activator]	x	-1%	31%	0	-5%	9%
C#CCn1c(=NC(=O)CN2C(=O)CCC2=O)sc2cccc(C)c21	36%	-1%	-2%	-4%	-3%	-4%	-7	4%	1%
COc1cccc(CN2CCNC(=O)C2CC(=O)NCCN2CCCCC2=O)c1 (stereo unspecified)	49%[activator]	5%	u	-14%	5%	1%	-2	10%	31%
CN(CC(=O)Nc1ccccc1Cl)C(=O)CCc1nc2ccccc2c(=O)[nH]1	6%	u	u	-4%	0%	-24%	-1	-15%	14%
Cc1ccc(/S(C)=N/S(=O)(=O)c2ccc(C)cc2)cc1 (stereo unspecified)	9%	-4%	24%	5%	1%	-2%[57.1 µM]	4	14%	-9%
CCN(CC)C(=O)c1sc2c(c1C)c(=O)n(CCc1ccccc1)c(=O)n2Cc1cccc(Cl)c1	48%[activator]	-10%	1%[59 µM]	4%	-6%	1%	1	-20%	2%
CC1(C(=O)Nc2nc3ccccc3s2)CC1(Br)Br (stereo unspecified)	66%[activator]	-10%	7%	6%	1%	-14%	0	-15%	32%

High-throughput results deposited in PubChem BioAssay by National Center for Advancing Translational Sciences (NCATS).
